A-T KAP1 phos: potential ataxia-telangiectasia treatment; AID 485349; hit rate 0.19% among 320,000; […] A-T fibroblasts, KAP-1 phosphorylation AlphaLISA; neocarzinostatin DNA damage 30 min before lysis; Potency, µM (doses to about 57.5 µM), for inactives: top-dose activation, usual class: activators; note: potency is the fitted concentration of half-maximal effect; % of control where 0% means no effect; nearly all actives have a fitted effect of over 45% in size
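hTERT-immortalized A-T patient fibroblasts ([…]), 500 cells/well in OPTI-MEM, 1% FBS, got compounds for 60 min, then NCS for 30 min at 37C. Lysates were then assayed for phospho-KAP-1 by AlphaLISA (anti-pKAP1 donor, anti-KAP1 acceptor beads), 6 hr at 25C.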
TSG101-PTAP inh: blocks PTAP/TSG101 interaction to inhibit HIV-1 budding; Q99816; Fluorescence polarization, FITC-PTAP peptide / Tsg101 binding; Potency, µM (top dose mostly 115 µM), inactives show at the highest dose activity change, negative = inhibition, usual class: inhibitors; 340,000 tested, under 10 active; active = well fitted inhibition curve with a large enough effect in the main read-out, with a control signal flat, not every such curve was filed as active; inconclusive = small, poorly fitted or top-dose-only effect, or effect the other way, or a change in a side signal; inactive = no such curve, though single readings can be large or run the other way; note: potency is the fitted concentration of half-maximal effect; % of control where 0% means no effect
Target sequence (Q99816 whole entry, looked up): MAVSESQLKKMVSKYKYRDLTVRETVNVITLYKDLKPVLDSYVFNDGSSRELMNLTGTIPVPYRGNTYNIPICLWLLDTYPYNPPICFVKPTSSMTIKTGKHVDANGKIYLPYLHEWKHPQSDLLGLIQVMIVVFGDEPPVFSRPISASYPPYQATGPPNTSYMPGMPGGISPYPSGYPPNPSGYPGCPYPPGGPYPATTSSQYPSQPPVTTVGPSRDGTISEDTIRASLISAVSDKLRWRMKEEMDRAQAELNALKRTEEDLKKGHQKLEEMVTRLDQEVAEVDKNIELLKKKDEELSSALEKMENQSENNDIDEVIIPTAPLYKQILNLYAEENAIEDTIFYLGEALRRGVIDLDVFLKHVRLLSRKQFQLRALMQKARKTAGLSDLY
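Fluorescence polarization binding of Tsg101 binding domain (10 uM final) to FITC-labeled PTAP peptide (50 nM final) in HEPES pH 7.5 buffer with NaCl, Tween 20, EDTA, TCEP. Compounds added before peptide; binding 20 min at RT.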
ELG1 DNA repair: inhibitors of ELG1-dependent DNA repair in HEK293T cells; HEK293T ELG1-luciferase reporter, luminescence, 16 h; DNA damage induced by 5-fluorouridine; Potency, µM (top dose mostly 46.1 µM), for inactives: at the highest dose activity change, negative = inhibition, hits mostly inhibitors; hit rate 2.3% among 330,000; note: potency is the fitted concentration of half-maximal effect; % is set by controls: 0 for no effect and ±100 for the full control effect; nearly all actives have a fitted effect of over 55% in size
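HEK293T cells expressing luciferase-tagged ELG1 (2,000/well) received 5-Fluorouridine plus compound or DMSO for 16 hr at 37 °C. Luciferase was read by ONE-Glo luminescence after 30 min at room temperature.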
BRCA1 expr act: increases BRCA1 expression; Potency, µM (highest dose often 46.1 µM), inactives show at the top dose activation, most hits filed as activators; hit rate 1.1% among 380,000; AID 624202; MCF7-BRCA1-FFLuc reporter, luminescence, 48 h; response scale: scaled: vehicle 0%, 10 µM genistein 100%; note: potency is the fitted concentration of half-maximal effect; nearly all actives have a fitted effect of over 80% in size; some results filed as inactive show a strong effect at the top dose
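Using MCF7 cells harboring a BRCA1 firefly luciferase reporter, plated 2 h before compound pinning, the screen measured luminescence after 48 h incubation. Responses were normalized to DMSO and 10 microM genistein, then fitted for concentration-effect.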
B2AR arrestin: beta2AR (human) beta-arrestin recruitment activity. beta-arrestin recruitment to beta2AR, cell-based reporter. Potency, µM (titrated, usually from 46.1 µM), without a hit: top-dose activation, actives largely listed as activators. P07550. hit rate 0.02% among 330,000;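 note: potency is the fitted concentration of half-maximal effect; 0% = DMSO controls and full agonism = EC100 isoproterenol or metaproterenol; nearly all actives have a fitted effect of over 65% in size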
Target sequence (P07550 whole entry, looked up): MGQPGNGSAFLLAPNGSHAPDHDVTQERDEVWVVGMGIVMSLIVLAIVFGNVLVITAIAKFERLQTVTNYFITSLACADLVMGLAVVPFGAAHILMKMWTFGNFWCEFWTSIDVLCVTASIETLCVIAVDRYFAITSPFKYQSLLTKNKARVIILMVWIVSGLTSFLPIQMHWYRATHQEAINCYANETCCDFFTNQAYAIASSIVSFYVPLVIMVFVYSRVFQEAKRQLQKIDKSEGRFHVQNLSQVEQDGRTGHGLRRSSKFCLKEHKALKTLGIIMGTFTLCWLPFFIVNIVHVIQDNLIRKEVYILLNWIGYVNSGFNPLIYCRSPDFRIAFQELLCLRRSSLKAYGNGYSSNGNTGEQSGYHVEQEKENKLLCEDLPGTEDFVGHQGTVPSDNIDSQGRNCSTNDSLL
TCR activator: activators of T cell receptors; primary human leukocytes, anti-CD3, IL-2 HTRF, 48 h; Potency, µM (titrated, usually from 9.22 µM), for the others: at the highest dose activation of IL-2 secretion, usual class: activators; 330,000 tested, under 10 active; note: % of control where 0% means no effect
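Activity was scored as IL-2 release from primary human leukocytes given only a TCR signal (a-CD3 beads) plus compound for 48 hr. Detection used a two-antibody HTRF format read at 665nm.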
TRPV1 agonist: human TRPV1 agonism; activation, % at 8.33 µM; AID 540275; TRPV1-expressing cells, Fluo-8 calcium influx, agonist mode; hit rate 0.19% among 320,000; Q8NER1; in the data active = activation above about 80%; inconclusive = between about 30% and that limit; note: 0% is about no effect
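Fluo-8 calcium influx in TRPV1-expressing cells, kinetic read (ex 480/em 520 nm). Compound added and read 3 min for agonist activity, followed by capsaicin at EC20 final and 2 min further read for enhancement.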
p53 reactivator: mutant p53 re-activation in reporter cells; H1299 p53-A138V BP100-luciferase reporter, luminescence, 24 h; Potency, µM (highest dose often 92.2 µM), without a hit: at the highest dose activity change, positive = activation, most hits filed as activators; hit rate 0.063% among 320,000; note: potency is the fitted concentration of half-maximal effect; % of control where 0% means no effect; nearly all actives have a fitted effect of over 45% in size
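H1299 (p53-null), stable ts p53-A138V + BP100-Luc; 1000 cells/well, Opti-MEM/10% FBS; cpd 4 pt, 1:5; 24 h, 37 deg C, 5% CO2; detection reagent 10 min RT; luminescence.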
MLL CXXC-DNA inh: inhibitors of human MLL CXXC domain-DNA interaction. Q03164. MLL-CXXC / FITC-HOXA9 DNA fluorescence polarization. Potency, µM (series often up to 115 µM), inactives show at the highest dose activity change, negative = inhibition, usual class: inhibitors. hit rate 0.037% among 290,000; active = well fitted inhibition curve with a large enough effect in the polarisation, with a control signal flat, not every such curve was filed as active; inconclusive = small, poorly fitted or top-dose-only effect, or effect the other way, or a change in a side signal; inactive = no such curve, though single readings can be large or run the other way; the % refers to the polarisation; note: potency is the fitted concentration of half-maximal effect
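Steps: dispense CXXC domain solution (7 uM) → pin compounds or unlabeled HOX-A9 DNA control → 5 min ambient → add FLSN-HOX-A9 solution (50 nM) → spin → 30 min ambient → fluorescence polarization. Tris pH 7.5/NaCl/DTT/BSA buffer.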
Integrin act MD: integrin-mediated muscular dystrophy alleviation activation. hit rate 0.064% among 350,000. AID 624291. alpha7betagal myoblasts, beta-gal FDG fluorescence, 48 h. Potency, µM (top dose mostly 38.3 µM), for inactives: at the top dose activation, hits mostly activators;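 note: potency is the fitted concentration of half-maximal effect; 100% = response of the positive control SU9516; nearly all actives have a fitted effect of over 60% in size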
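alpha7betagal+/- myoblasts (passage 13, 250/well) treated 48 h at 37C with compounds at 1:260 dilution of DMSO stock. Lysed, then beta-galactosidase activity read as FDG fluorescence (ex 480/em 540) after 30 min, with pre-read for autofluorescence.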
Active calls of the source: *; ? = inconclusive; · = not tested or not shown; [ ] = dose if it differs, or a comment. Unless noted, calls come from the whole dose curve; as a rule, active = well fitted curve in the direction sought with a large enough effect; inconclusive = small, poorly fitted or top-dose-only effect, or another doubt; inactive = no such curve, though single readings can be large; an effect the other way counts as inactive or inconclusive.

SMILES	A-T KAP1 phos	TSG101-PTAP inh	ELG1 DNA repair	BRCA1 expr act	B2AR arrestin	TCR activator	TRPV1 agonist	p53 reactivator	MLL CXXC-DNA inh	Integrin act MD
COc1cc(C(=O)N2CCN(C(=O)C3COc4ccccc4O3)CC2)cc(OC)c1OC (stereo not given)	14%	-3%	-1%	17%	-0.4%	-4%	2	-8%	24%	16%
COc1ccccc1CC(NC(C)=O)C(=O)N1CCN(C(=O)Nc2ccccc2Cl)CC1 (stereo not given)	4%	-6%	4%	-14%	-0.1%	-3%	-4	-8%	-1%	15%
O=C1CC(C(=O)O)S/C(=N\NC(=O)c2ccc(F)cc2)N1 (stereo not given)	1%	2%	25%	-4%	-0.9%	2%[46.1 µM]	2	15%	-6%	4%
O=C(COC(=O)c1cccc(Br)c1)NCCNC(=O)COC(=O)c1cccc(Br)c1	15%	-2%	6.5µM*	0%	0.1%	5%	4	0%	7%	42%
O=C(CSc1nc(-c2ccco2)cc(C(F)(F)F)n1)NCCc1ccccc1	2%	-2%	0%	-13%	-0.1%	2%	8	-1%	7%	-11%
CCNC(=O)N(CC)C[C@H]1N[C@@](C)(C(=O)OC)[C@H]2C(=O)N(C)C(=O)[C@@H]12	4%	0%	25%	12%	-1.0%	-1%	·	-1%	·	-35%
C/C(=N\NC(=O)COc1ccccc1-c1ccccc1)c1ccccn1	?	1%	?	-37%	-0.1%	4%	12	?	-26%	-54%[inhibitor]
COc1cc2sc3ccc(C#Cc4ccc(N)cc4)cc3c(=O)c2cc1OC	·	-17%	·	-8%	·	-1%	·	·	·	-7%
Cc1ccc(NC2CCCN(C(=O)CCCN3CCCCC3=O)C2)cc1C (stereo not given)	-2%	-1%	16%	0%	-1.3%	5%	11	3%	-1%	-12%
COc1cccc(/C=N/NC(=S)NCCc2ccccc2)c1OC	-10%	-5%	-10%	1%	-0.5%	3%	-2	?	12%	9%
CC(C)(C)CC(C)(C)c1ccc(O)c(CN2CCN(CCC#N)CC2)c1	1%	-4%	-16%	-30%	-0.3%	-1%	8	-1%	-4%	-7%
CCOc1ccccc1N(CC(=O)Nc1ccccc1C(=O)OC)S(C)(=O)=O	-1%	-3%	-4%	15%	0.0%	-7%	4	-6%	7%	30%
CCCn1c2ccccc2c2cnn(CC(=O)N3CCOCC3)c(=O)c21	-6%	0%	-3%	-15%	0.2%	-9%	-1	-1%	12%	?
O=c1oc2cc(OCc3ccc([N+](=O)[O-])cc3)ccc2c2c1CCCC2	2%	-2%	9%	33%	-0.1%	-1%	0	3%	4%	4%
COc1ccc(NC(=O)c2oc3cc(C)c(C)cc3c2C)c(OC)c1	0%	-2%	13%	-27%	-1.2%	-3%	1	0%	1%	4%
COCc1cc(CN2CCCC(C(=O)c3cccc(C(F)(F)F)c3)C2)ccc1OC (stereo not given)	-1%	-4%	-6%	-15%	9.2%	0%	13	-5%	15%	0%
Cc1cc(C)c(S(=O)(=O)c2ccccc2F)c(=O)[nH]1	-20%	-4%	5%	6%	-0.4%	-2%	1	5%	?	?
COCCN1CC(C(=O)NCCc2nc(C)c(C)s2)CCC1=O (stereo not given)	-4%	-8%	14%	4%	-0.4%	0%	-3	5%	2%	-3%
COc1ccc(CN(C)CC(=O)Nc2sc3c(c2C#N)CCC3)c(OC)c1	-2%	-1%	?	-16%	-0.3%	0%	17	0%	10%	0%
CCOC(=O)c1nn(-c2ccccc2)c(=O)c2c(NC(C)=O)scc12	-2%	0%	-15%	-4%	-0.1%	-5%	3	-4%	-1%	0%
O=C(c1cccnc1)N1CCN(C(=O)c2ccco2)CC1	1%	-4%	12%	-5%	-0.8%	2%[46.1 µM]	3	1%	-2%	3%
Cn1nnnc1SCCNC(=O)C1CCC(=O)N(Cc2ccccc2F)C1 (stereo not given)	-1%	2%	3%	1%	-0.7%	3%	1	-4%	0%	-16%
CCOc1cnc(-c2ccc(OC)cc2)o1	6%	-2%	?	7.9µM*	-0.1%	-7%	6	?	-3%	6%
O=C(c1ccccc1Sc1cccc2ccccc12)N1CCOCC1	·	4%	4%	-8%	-0.9%	-3%[46.1 µM]	15	-8%	2%	-4%
CCOc1ccccc1NC(=O)Cn1nnc(C(=O)NCCc2ccc(OCC)c(OCC)c2)c1N	13%	0%	-1%	-1%	0.0%	-4%	2	-10%	10%	-10%
O=C(O)c1cc(N/N=C/c2c[nH]c3ccccc23)ccc1Cl	·	-4%	?	3.2µM*	0.1%	8%	0	12%	7%	0%
CC1CCCN(C(=O)CCS(=O)(=O)Cc2ccccc2)C1 (stereo not given)	2%	-1%	12%	10%	0.0%	4%	4	-1%	2%	8%
O=S(=O)(Nc1cc(Cl)cc(Cl)c1)N1CCOCC1	-1%	-1%	2%	-2%	-0.9%	-4%	-2	-2%	-7%	2%
Cc1cccc(-n2ncc3c(N)ncnc32)c1	-8%	-5%	0%	108%	0.1%	-19%	-5	14%	-1%	6%
CCN(C(=O)CN1C(=O)S/C(=C\c2ccc(Cl)cc2)C1=O)C1CCS(=O)(=O)C1 (stereo not given)	-6%	1%	-15%	-3%	0.0%	1%	-1	4%	3%	-15%
COC(=O)CN1C(=O)C(O)(CC(=O)c2ccc(C)o2)c2ccccc21 (stereo not given)	-1%	-10%	19%	-22%	0.0%	4%	-2	1%	1%	-9%
O=C(Nc1ccccc1)C1CCN(S(=O)(=O)c2ccc3c(c2)OCCO3)CC1	2%	-10%	-16%	-20%	0.0%	-4%	7	-2%	·	0%
COc1ccc(-n2nc(C(=O)NCC(=O)NCc3ccccc3OC)c3ccccc3c2=O)cc1	-4%	-7%	-1%	-14%	0.2%	-2%	3	11%	2%	8%
CC(=O)Cc1nsc(NC(=O)c2ccc(COc3ccccc3C)o2)n1	3%	-9%	-4%	-19%	-0.3%	3%	0	-1%	1%	-17%
Cc1cc(N2C3CCC2CC(O)(c2ccc(F)cc2)C3)nc(-c2ccccc2)n1 (stereo not given)	0%	-3%	?	-66%	-0.4%	-4%	-10	-7%	3%	?
COc1ccc(N2C(N)=NC(N)=NC2(C)C)cc1	0%	-2%	28%	-22%	-0.5%	-3%	-3	-5%	0%	-5%
CC(=O)Nc1ccc2nc3ccccc3nc2c1	-16%	-13%	?	5.6µM*	-0.1%	7%	0	14%	?	30%
COC(=O)c1ccc(OC)c(CN2CCCN(Cc3ccc(F)cc3)S2(=O)=O)c1	·	-5%	13µM*	-19%	0.0%	4%	3	-8%	18%	-5%
Cc1nc(N2CCCCC2C)c2c(C)c(C(=O)Nc3cccc(C(F)(F)F)c3)sc2n1 (stereo not given)	-2%	2%	-24%	-78%	0.5%	1%	?	-1%	7%	16%
OC(Cn1cncn1)(c1ccc(F)cc1)c1ccc(Cl)cc1 (stereo not given)	0%	-10%	-4%	-11%	1.0%	-2%	5	-6%	89µM*	-21%
N/C(Cc1ccccc1Sc1ccccc1)=N\O	7%	1%	7%	-4%	-0.5%	1%[46.1 µM]	4	-5%	5%	-6%
CC(C(=O)Nc1ccc(O)cc1C(=O)O)N1C(=O)/C(=C\c2cccs2)SC1=S (stereo not given)	2%	-7%	-3%	6%	0.0%	11%	-2	0%	-3%	-31%
O=C(COC(=O)/C=C/c1ccc([N+](=O)[O-])cc1)NCc1ccco1	-5%	-1%	-8%	-1%	0.2%	10%	10	0%	-10%	4%
CCc1nnc(NS(=O)(=O)c2ccc(N3C(=O)c4ccccc4C3=O)cc2)s1	-4%	-1%	7%	-1%	0.0%	3%	2	3%	0%	?
COc1ccc(S(=O)(=O)N(C)CC(=O)NCCCN2CCOCC2)cc1C	·	-6%	·	8%	·	2%	·	·	·	-12%
Cc1cccc([N+](=O)[O-])c1NC(=O)COC(=O)C1CC2CCCC(C1)C2=O (stereo not given)	-11%	0%	-12%	-15%	0.2%	2%	-2	-2%	·	?
N#Cc1ccccc1NC1=CC(=O)CCC1	-7%	-5%	5%	0%	-0.3%	·	-3	4%	3%	-10%[7.66 µM]
CCOCCOC(=O)c1ccc(-n2cncn2)nc1	3%	0%	-21%	-44%	-0.4%	1%	-3	3%	5%	28%
CCCCn1c(N)c(N(CCC(C)C)C(=O)C2CC(=O)N(CCc3ccc(OC)c(OC)c3)C2)c(=O)[nH]c1=O (stereo not given)	7%	-3%	16%	9%	0.1%	-1%	-3	1%	·	0%
